CCT chaperon mod: modulators of cytosolic chaperonin (CCT/TRiC) activity; purified chaperonin ATPase assay, HTRF ADP detection, 30 min; activity change, % (concentration not given with the values), hits read low; 0.3% of 360,000 active; in the data active = activity change below about -30%; also: % is scaled to controls: 0 for no effect and ±100 for the full control effect
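We incubate TRiC, 40 or 20 nM final, with library compounds at 76 uM and 10 uM ATP for 30 min at 37 °C. ADP formed is detected with Transcreener HTRF reagents after 30 min at room temperature.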
pAkt inh: inhibitors of Akt phosphorylation; Neuro2A IGF-stimulated pAkt S473 HTRF, 20 min; hits give low values; activity change, % for hits at 50 µM; 0.32% of 360,000 active; AID 651550; in the data active = activity change below about -80%; inconclusive = mostly about -51% to -80%; also: % is scaled to controls: 0 for no effect and ±100 for the full control effect
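Neuro2A cells in DMEM with 0.5% FBS, overnight at 37 deg C, given compound at single 50 µM final, then IGF (6 nM final) for 20 min at 37 deg C. Lysed; phospho-Akt Ser473 by HTRF after 24 h, 665/615 ratio.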
HepG2 viability: counter-screen for TGF-b inhibitors: cytotoxicity in HepG2 cells; HepG2 CAGA-GFP viability, ATP luminescence, 18 h; Potency, µM (highest dose often 46.1 µM), inactives show top-dose activity change, negative = cytotoxicity, usual class: cytotoxic; 0.76% of 410,000 active; also: potency is read from the fitted curve at half-maximal effect; some results filed as inactive show a strong effect at the top dose
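CellTiter-Glo luminescence gave cytotoxicity after 18 hours at 37 degrees C. The cells were HepG2 CAGA-GFP in 1% FBS DMEM, stimulated with 500 pg/mL TGF-beta after compound addition. %Activity was normalised to no-cell wells (complete cell-killing) and DMSO (no toxicity), and curves were fitted and classified.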
Abeta rescue: restores growth of yeast expressing A-beta42 peptide. yeast expressing A-beta42, growth rescue, OD600, 48 h; response scale: 0% DMSO, 100% iron-clioquinol control. Potency, µM (top dose mostly 46.1 µM), inactives show top-dose growth rescue, actives largely listed as activators. 0.063% of 410,000 active; also: potency is read from the fitted curve at half-maximal effect; nearly all actives have a fitted effect of over 55% in size
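Yeast growth medium received pinned compounds, then yeast cells expressing toxic A-beta were added; plates incubated at 30 C for 48 hr. Growth read as absorbance at 600 nm, normalized to DMSO and equimolar FeCl3 plus clioquinol controls.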
A549 tox: kills or reduces viability of A549 cells in Nrf2 counter-screen. A549 ARE-Fluc cells, CellTiter-Fluor viability, 18-24 h. 0.16% of 390,000 active. Potency, µM (highest dose often 46 µM), for the others: top-dose activity change, negative = cytotoxicity, hits mostly inhibitors; also: potency is read from the fitted curve at half-maximal effect; % is scaled to controls: 0 for no effect and ±100 for the full control effect
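Cytotoxicity counterscreen: CellTiter-Fluor fluorescence was measured in A549 ARE_Fluc cells after 18-24 h of compound exposure in a concentration series. The subsequent BugLite luminescent read reports ARE-luciferase activity.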
Nrf2 activator: activators of Nrf2 (ARE) signaling. 0.31% of 410,000 active. AID 624171. Potency, µM (doses to about 46.1 µM), inactives show top-dose activation, most hits filed as activators. AREc32 ARE-luciferase reporter (MCF7-derived line), luminescence, 24 h; also: potency is read from the fitted curve at half-maximal effect; % of control where 0% means no effect; nearly all actives have a fitted effect of over 65% in size
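Reporter line AREc32 (ARE-Fluc), seeded overnight in OPTI-MEM with 5% FBS; compound pin-transferred, 24 hr at 37 deg C, 5% CO2; luminescent read-out.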
TGFb SMAD3 inh: blocks TGF-b signaling; AID 588855; HepG2 CAGA-GFP TGF-b/SMAD3 reporter, GFP fluorescence, 18 h; TGF-beta stimulated, 500 pg/mL final; 1.2% of 410,000 active; Potency, µM (series often up to 46.1 µM), for inactives: at the top dose activity, negative = inhibition, usual class: inhibitors; also: potency is read from the fitted curve at half-maximal effect; % is scaled to controls: 0 for no effect and ±100 for the full control effect; nearly all actives have a fitted effect of over 65% in size
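HEPG2 CAGA-GFP reporter cells (1000/well, DMEM with 1% FBS) received compounds, then recombinant TGF-beta at 500 pg/mL final for 18 hours at 37 degrees C. Per-cell GFP summed per well was normalised to unstimulated and stimulated DMSO controls before curve fitting.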
Nrf2 inh: Nrf2 pathway inhibition | 2.1% of 360,000 active | Potency, µM (doses to about 46 µM), inactives show at the top dose activity change, negative = inhibition, most hits filed as inhibitors | A549 ARE-Fluc reporter, luciferase luminescence, 18-24 h; also: potency is read from the fitted curve at half-maximal effect; % is scaled to controls: 0 for no effect and ±100 for the full control effect; nearly all actives have a fitted effect of over 60% in size
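Concentration-response testing used A549 ARE_Fluc cells at 5000 cells/well. Following an 18-24 h compound incubation, viability was read by fluorescence (Ex 405/Em 525) and luciferase output by luminescence.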
Mm-Cpn inhibitor: blocks the Methanococcus maripaludis chaperonin Mm-Cpn | 0.031% of 330,000 active | Potency, µM (series often up to 76.9 µM), without a hit: at the top dose activity, negative = inhibition, usual class: inhibitors | purified Mm-Cpn ATPase, ADP Transcreener TR-FRET | AID 504842; also: potency is read from the fitted curve at half-maximal effect; % is scaled to controls: 0 for no effect and ±100 for the full control effect; nearly all actives have a fitted effect of over 80% in size
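ATP (10 uM final) was added to archaeal chaperonin (25 nM final) after 10 min exposure to test compound at 37°C; after 30 min further incubation, ADP was detected by competitive TR-FRET.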
Starred values were filed as active, the others as inactive; i = inactive; ? = inconclusive; . = no result given; & = joins results of further samples; [ ] = dose if it differs, or a comment. Unless noted, calls follow the shape of the dose curve; as a rule, active = well fitted curve in the direction sought with a large enough effect; inconclusive = small, poorly fitted or top-dose-only effect, or another doubt; inactive = no such curve, though single readings can be large; an effect the other way counts as inactive or inconclusive. Outcome played no part in choosing rows. Share with any hit: about 4.3%.

smiles,CCT chaperon mod,TGFb SMAD3 inh,Mm-Cpn inhibitor,Nrf2 inh,Abeta rescue,pAkt inh,Nrf2 activator,A549 tox,HepG2 viability
CC(C)Cc1nnc(NC(=O)C2CCCC2)s1,1.6,-5%,-2%,1%,29%,i,2.3%,4%,-11%
CCC(C(=O)OCn1nnc2ccccc2c1=O)c1ccccc1 (stereo not given),0.2,10%,-4%,15%,-5%,i,-0.1%,-14%,1%
C=CCc1c(C)nc(SC(C)C)[nH]c1=O,-1.2,-50%,5%,-12%,-7%,i,-0.4%,-2%,0%
CCCS(=O)(=O)c1c(S(=O)(=O)CCC)c2ccc(C(N)=O)cn2c1C(=O)c1ccccc1,-1.6,-18%,-1%,-25%,-2%,i,0.3%,-5%,-33%
O=C(NCCCN1CCCCC1)C1CC(=O)N(CCc2ccccc2)C1 (stereo not given),0.9,-8%,4%,-1%,2%,i,-0.3%,6%,-13%
Cc1cc(C)n(Cc2ccc(C(=O)NCc3ccco3)o2)n1,-1.6,-3%,1%,-8%,-13%,i,0.6%,-17%,7%
Cc1cc(C)n(Cc2ccc(C(=O)O)o2)n1,-4.8,?,1%,-19%,-12%,i,-0.4%,3%,6%
CCc1ccc(/C=C2\Oc3cc(OS(C)(=O)=O)ccc3C2=O)cc1,-7.1,?,-1%,-1%,-3%,i,-0.2%,-3%,-48%
Cc1ccc(S(=O)(=O)N(C)C)cc1NC(=O)COC(=O)CCNS(=O)(=O)c1ccccc1,0.6,0%,-2%,1%,-1%,i,-0.9%,-9%,-4%
COc1ccc(CNS(=O)(=O)c2csc(C(N)=O)c2)cc1OC,-5.6,-9%&-1%,2%,?,-1%&-11%,i,-0.5%&-1.2%,4%&8%,-2%&-13%
c1ccc2[nH]c(CCCCCc3nc4ccccc4[nH]3)nc2c1,-0.6,5%,.,.,-5%,i,0.4%,.,-17%
Oc1ccc(Nc2nc3ccccc3nc2Nc2ccc(O)cc2)cc1,0.2,11µM*,0%,-21%,-4%,i,?,-9%,-50%
Cc1ccc2c(c1)N(CCC(=O)NCc1ccco1)C(=O)CO2,0.1,10%,-1%,-3%,13%,i,-0.2%,-1%,-22%
O=C(CN1N=C(c2ccccc2)CCC1=O)NCCN1CCc2ccccc2C1,-0.6,?,3%,5%,1%,i,2.0%,3%,-19%
O=C(CCc1nc(-c2ccccc2F)no1)NCCN1CCOCC1,2.3,0%,2%,.,10%,i,0.0%,15%,5%

An excerpt from above, limited to CCT chaperon mod.
| SMILES | CCT chaperon mod |
| --- | --- |
| Cc1cc(C)n(Cc2ccc(C(=O)NCc3ccco3)o2)n1 | -1.6 |
| Cc1cc(C)n(Cc2ccc(C(=O)O)o2)n1 | -4.8 |
| CCc1ccc(/C=C2\Oc3cc(OS(C)(=O)=O)ccc3C2=O)cc1 | -7.1 |

More compounds follow:
smiles,CCT chaperon mod,TGFb SMAD3 inh,Mm-Cpn inhibitor,Nrf2 inh,Abeta rescue,pAkt inh,Nrf2 activator,A549 tox,HepG2 viability
Cc1ccc(C2CC(=O)C(C=NCCN3CCN(C(=S)Nc4ccc(F)cc4)CC3)=C(O)C2)cc1 (stereo not given),0.9,-1%,0%,?,-40%[inhibitor],i,-0.9%,-10%,22%
O=C(COC(=O)c1ccc(S(=O)(=O)N2CCOCC2)cc1)Nc1ccccc1F,2.8,0%,0%,-7%,-20%,i,-0.4%,17%,-15%
CC(=O)c1c(C)cc(C)c(CSc2nnc(-c3ccco3)o2)c1C,-0.3,-5%,1%,?,-2%,i,0.1%,-15%,-24%
Cc1ccc(Cl)cc1N1CCN(Cc2nnnn2Cc2ccco2)CC1,0.5,13%,1%,?,?,i,0.0%,-15%,-14%
Cc1onc(-c2ccccc2)c1C(=O)Nc1nnc(CC(C)(C)C)s1,-0.4,-1%,-1%,4%,12%,i,-0.3%,0%,-6%
CCOC(=O)N1CCN(C(=S)NC(=O)c2c(-c3c(Cl)cccc3Cl)noc2C)CC1,-1.4,2%,-3%,-14%,?,i,0.4%,12%,-5%
CN(C(=O)CSc1nc2ccccc2n1CC(=O)NCc1ccc(F)cc1)c1ccc(F)cc1,.,?,.,.,-20%,.,-1.8%,1%,-20%
CCOC(=O)[C@H]1[C@H]2COc3cc(OC)ccc3[C@@H]2N2C(=O)c3cc(F)c(F)cc3NC(=O)[C@@]12C,0.6,0%,-1%,-14%,-1%,i,-0.8%,1%,-17%
CC[C@]12c3[nH]c4ccc(OC)cc4c3CCN1C(=O)C(CC(=O)NCCc1ccccn1)C[C@@H]2C(=O)N1CCN(C(=O)C2CC2)CC1 (stereo not given in full),-0.6,4%,-9%,14%,9%,i,-0.5%,-1%,18%
COc1ccc(C(=O)/C=C/c2cn(CC(O)CN3CCCCCC3)c3ccccc23)cc1OC (stereo not given),.,?,.,0%,-18%,.,?,?,-93%
O=C(c1cnn2c(C(F)(F)F)cc(-c3cccs3)nc12)N1CCCC1,-3.7,-28%,-3%,10%,-4%,i,-0.2%,-3%,-20%
COc1ccc(Cl)cc1C(=O)NCCCn1ccnc1,2.5,-8%,1%,-5%,-8%,i,0.6%,9%,-22%
COc1ccc(CNC(=S)Nc2ccccc2)cc1,-4.1,3%,-3%,11%,?,i,0.0%,5%,-1%
CCCN(C(=O)COC(=O)c1nc2nc(C)cc(C)n2n1)C1CCS(=O)(=O)C1 (stereo not given),1.3,-1%,0%,4%,-1%,i,-0.3%,-3%,5%
Cn1cnnc1-c1cccc(NC(=O)c2cc(F)c(F)cc2Cl)c1,0.3,-1%,-3%,-14%,2%,i,-0.5%,1%,-14%
CNc1nc2[nH]c(=O)c3c(c2s1)OC(N)=C(C#N)C3c1ccccc1 (stereo not given),0.4,0%,-1%,1%,3%,i,1.9%,-9%,-3%
O=C1CN(S(=O)(=O)c2cccc(Cl)c2Cl)c2ccccc2N1,1.1,0%,1%,?,-6%,i,-0.7%,0%,-12%
CN(C)C1=NCCN1CCCCc1ccccc1,0.6,-25%,-1%,8%,1%,i,2.1%,9%,-29%
Cc1ccc(OCC(=O)N(c2ccccn2)C2CCCCC2)c(C)c1,-2.4,?,1%,19%,13%,i,-0.6%,-2%,-12%
CCOc1ccc(Nc2nc(Cc3nnc(SCC(=O)NC4CCCCC4)n3C)cs2)cc1,-0.1,0%,1%,?,10%,i,0.2%,-4%,1%
CC(=O)Nc1ccc(SCC(=O)Nc2cc(C)on2)cc1,-0.5,7%,0%,4%,-5%,i,-0.3%,1%,2%
COC(=O)c1c([N+](=O)[O-])c(OC)c(OC)c(OC)c1[N+](=O)[O-],-1.7,-1%,-13%,-2%,-1%,i,-0.5%,-2%,-10%
CCOC(=O)Cn1nc(C)cc1NC(=O)c1cccnc1,-5.4,-9%,1%,-17%,14%,i,-0.4%,-18%,0%
Cc1ccc(S(=O)(=O)N(C)CC(=O)N2CCN(C(=O)c3ccco3)CC2)cc1,3.2,-1%,1%,16%,9%,i,-0.9%,-3%,1%
CC(C)NC(=O)c1cc(-c2ccco2)nn1-c1ccc(Cl)cc1,-0.7,?,-4%,-12%,-2%,i,5.7%,4%,0%
CCOc1ccc(CNC(=O)C2CCN(C(=O)N3CC(C)Oc4ccccc43)CC2)cc1 (stereo not given),1.8,-14%,0%,9%,5%,i,-1.1%,-7%,-35%
COCCn1c(=O)[nH]c2cc(C(=O)NCCN3CCN(c4ccccc4)CC3)ccc2c1=O,-0.5,4%,-3%,0%,-2%,i,-0.1%,6%,-10%
CC1CCc2cc(F)ccc2N1C(=O)CCl (stereo not given),-4.6,-62%,-7%,-29%,-79%[inhibitor],i,20%,-16%,-35%
Cc1cccc(COC[C@H](Cc2ccccc2)N2CCN(C(=O)c3ccc(C(F)(F)F)cc3)CCC2=O)c1,2.0,.,.,.,-3%,i,3.8%,.,.
CCOC(=O)C1(C)C(C(=O)OC)=C(c2ccc(OC)cc2)c2ccccc2N1C(=O)OC (stereo not given),0.6,?,2%,5%,10%,i,25%,-11%,-13%
O=C(c1ccc(=O)oc1)N1CCN(c2ccc(F)cc2)CC1,-2.3,11%,0%,8%,8%,i,0.0%,-2%,2%
COC(=O)CNC(c1ccccc1)c1cc(Br)ccc1NC(=O)c1ccccc1 (stereo not given),.,?,.,-21%,-6%,.,5.2%,0%,-53%
Cc1ccc(NC(=O)CSc2nc3ccccc3c3nc(CCn4cncc4C)nn23)c(C)c1,0.7,?,-10%,0%,5%&11%,i,0.5%&0.1%,-6%&-10%,0%&-3%
O=C(COC(=O)Cc1ccccc1F)Nc1ccc(F)cc1F,-1.9,1%,-1%,3%,21%,i,-0.6%,5%,3.5µM*
CCN(CC)c1ccc(-c2nc3cnccc3n2C)cc1,0.5,14%,-4%,?,-2%,i,3.5%,-11%,-10%
C=CCN(c1ccccc1OC)S(=O)(=O)c1cccc(C(=O)Nc2nnc(C3CC3)s2)c1,-2.4,12%,-8%,-11%,-2%,i,-0.4%,-5%,-5%
COc1ccc(-c2csc(NC(=O)C3CCCCN3S(=O)(=O)c3ccccc3)n2)cc1 (stereo not given),-1.3,-26%,-9%,23µM*,17%,.,2.9%,-30%,-5%
